MITF TRPM1 inh = reduces MITF-dependent TRPM1 promoter luciferase signal. SK-MEL-5 TRPM1 promoter luciferase, 24 h. inhibition, % at 12.5 µM. actives 0.83% (n = 330,000). AID 488899;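 active = mean inhibition across replicates of 60% or more, whatever share of single replicates reaches that level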; also: values of inactives mirror those of a sister screen read the other way
Peg3 promoter = Peg3 promoter activity inhibition; HeLa PEG-Prom luciferase reporter, luminescence, overnight; inhibition, % at 20 µM; actives 1.7% (n = 360,000); AID 588405;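 active = inhibition of at least 50% at 20 µM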
KKLEB cytotox = counter-screen for CF NF-kB inhibitors: cytotoxicity; KKLEB CF airway cells viability, ATPlite luminescence, overnight; active compounds read low; cells stimulated with P. aeruginosa culture filtrate; activity change (cytotoxicity), % at 5 µM; actives 0.36% (n = 360,000); AID 602141;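 active = corrected activity change at or below -50% at 5 µM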
Vif imaging = blocks HIV Vif function | HEK293T cells, Vif self-association by quenched fluorescence, imaging, 24 h | inhibition, % at 7.49 µM | actives 0.35% (n = 340,000) | AID 602346; in the data active = inhibition above about 50%, passing the limit was not always enough; also: some results filed as inactive read as strong as hits
CF NFkB inh = inhibitors of cystic fibrosis induced NF-kB; actives 0.86% (n = 360,000); KKLEB NF-kB-GFP reporter, PAF-induced, GFP fluorescence overnight; inhibition, % at 5 µM;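 active = at least 50% inhibition at 5 µM, scaled per plate between neutral and stimulator controls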;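 also: PAF is a Pseudomonas aeruginosa culture filtrate used as stimulus; plate controls were PAF-stimulated DMSO wells for no effect and unstimulated DMSO wells for full effect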
NR2E3 ag-1 = NR2E3 (human) agonism | Q9Y5X4 | GST-NR2E3/biotin-RetCOR TR-FRET, 1536-well | inhibition of corepressor binding, % at 4.78 µM | actives 0.12% (n = 320,000) | AID 2300;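 active = percent inhibition above the cutoff of mean plus 3 SD of all tested compounds, set per screening campaign, cut at about 20% in these data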;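 also: 0% = DMSO wells and 100% = biotin wells as full block of FRET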
Target sequence (Q9Y5X4 whole entry, looked up): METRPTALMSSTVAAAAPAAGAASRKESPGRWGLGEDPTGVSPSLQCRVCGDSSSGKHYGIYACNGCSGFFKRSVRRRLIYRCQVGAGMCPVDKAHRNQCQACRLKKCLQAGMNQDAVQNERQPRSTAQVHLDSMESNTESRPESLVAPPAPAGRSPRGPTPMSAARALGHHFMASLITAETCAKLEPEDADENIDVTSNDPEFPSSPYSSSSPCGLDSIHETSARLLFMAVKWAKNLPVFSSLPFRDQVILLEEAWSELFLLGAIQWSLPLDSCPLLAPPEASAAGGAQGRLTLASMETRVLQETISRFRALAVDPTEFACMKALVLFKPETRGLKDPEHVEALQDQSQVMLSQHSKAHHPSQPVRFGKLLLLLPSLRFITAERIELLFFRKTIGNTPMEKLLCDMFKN
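system = GST-tagged NR2E3 plus biotinylated RetCOR corepressor | input = 1.35 nM GST-NR2E3 | also added = 7 nM biotin-RetCOR | schedule = 5 h incubation at 4 °C | measured by = TR-FRET with europium anti-GST and streptavidin-D2, 340 nm excitation | read-out = percent loss of FRET ratio relative to control wells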
NR2E3 ag-2 = agonists of human NR2E3 nuclear receptor. Q9Y5X4. CHO-S Gal4-NCOR/VP16-NR2E3 two-hybrid, luciferase. inhibition of corepressor binding, % at 3.98 µM. actives 0.35% (n = 360,000). AID 602229;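 active = inhibition above the mean of all tested compounds plus 3 SD, cut at about 70% in these data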;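 also: 0% = DMSO with NR2E3 transfected cells and 100% = cells lacking NR2E3 construct; higher means lower luciferase signal from less NR2E3 corepressor binding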
CaV13 FRET inh = Primary screen for inhibitors of IQ motif and Ca2+-dependent inactivation inhibitor domain binding in CACNA1D, Förster resonance energy transfer in living cells, … | HEK cells, CFP/YFP FRET ICDI-IQ, plate reader, 10 min; percent FRET-ratio fall versus neutral wells | inhibition, % at 12.3 µM | actives 0.098% (n = 340,000);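 active = mean replicate inhibition of at least 30% and at least 1% of replicates passing that level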;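 also: 0% = median of the neutral control wells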
Shn3 3UTR inh = reduces Shn3 3'UTR luciferase signal in osteoblasts; actives 0.52% (n = 360,000); inhibition, % at 12.5 µM; Clone20 osteoblast Shn3 3'UTR firefly luciferase, 24 h;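 active = mean inhibition of at least 75% with every replicate also reaching 75%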;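 also: 0% = median of neutral control wells and 100% = pilot-screen positive control compound; some compounds past the cut are filed as inactive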
PDI turbidity = blocks human protein disulfide isomerase activity | P07237 | PDI insulin aggregation turbidity, A650, 90 min | inhibition, % at 10 µM | actives 0.052% (n = 350,000) | AID 588391;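 active = mean inhibition across replicates of 30% or more, whatever share of single replicates reach that level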;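 also: absorbance from insulin aggregation driven by PDI reduction with DTT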
Target sequence (P07237 whole entry, looked up): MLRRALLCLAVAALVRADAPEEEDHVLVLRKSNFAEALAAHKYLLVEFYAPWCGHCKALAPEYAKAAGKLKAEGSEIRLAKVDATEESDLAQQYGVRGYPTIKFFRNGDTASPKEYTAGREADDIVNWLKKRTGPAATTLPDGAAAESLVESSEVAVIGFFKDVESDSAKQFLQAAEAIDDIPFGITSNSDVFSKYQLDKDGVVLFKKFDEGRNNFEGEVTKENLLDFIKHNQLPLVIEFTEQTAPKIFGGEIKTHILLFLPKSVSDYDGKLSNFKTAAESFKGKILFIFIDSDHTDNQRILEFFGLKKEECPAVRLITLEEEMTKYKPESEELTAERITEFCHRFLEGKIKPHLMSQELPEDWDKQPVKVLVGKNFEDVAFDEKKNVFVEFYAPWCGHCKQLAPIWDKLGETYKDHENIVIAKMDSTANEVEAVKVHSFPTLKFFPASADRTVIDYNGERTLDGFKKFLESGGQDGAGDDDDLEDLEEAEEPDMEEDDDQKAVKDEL
HIF-2a block = HIF-2a inhibition. actives 0.72% (n = 360,000). 786-0 RCC cells HIF-2a reporter, luciferase luminescence, overnight. inhibition, % at 18.8 µM. AID 624352;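 active = inhibition of the luminescence signal of 40% or more relative to plate controls, in a single-dose primary screen at 18.75 µM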
Starred values were filed as active, the others as inactive; nt = no result given; + = active, no number; & = joins results of further samples.

SMILES	MITF TRPM1 inh	Peg3 promoter	KKLEB cytotox	Vif imaging	CF NFkB inh	NR2E3 ag-1	NR2E3 ag-2	CaV13 FRET inh	Shn3 3UTR inh	PDI turbidity	HIF-2a block
COC(=O)C1=C(c2ccc(F)cc2OCc2ccccc2)C[C@@H]2CC[C@H]1N2C(=O)NCCO	1	5	3	31	4	2	9	nt	11	-4	6
CCCNC(=O)N1[C@H]2CC[C@@H]1C(C(=O)OC)=C(c1cc3ccccc3o1)C2	5	6	-12	-11	-21	2	13	-5	33	0	3
CCOC(=O)c1ccccc1NC(=O)c1c(O)[nH]c(=S)[nH]c1=O	-12	3	2	8	-12	6	2	-11	-31	-1	1
O=Cc1c(C(=O)O)n(Cc2ccc(F)cc2Cl)c2ccccc12	-2	14	-1	-7	-5	nt	11	-3	0	2	14
COCCCn1c(N)c(C(=O)NCCC(C)C)c2nc3ccccc3nc21	-5	24	1	-15	-8	0	-9	-2	13	-12	23
N#CC(C#N)=NNc1ccc(S(N)(=O)=O)cc1	15	13	18	3	-12	-3	-9	-5	10	-1	12
CCN(CCO)c1ccc(N=Cc2c(O)n(C)c(=S)[nH]c2=O)cc1	nt	-92	3	-8	-8	-6	-27	-5	-18	-5	-134
COC(=O)C1=C(c2ccc(OC(F)(F)F)cc2)C[C@@H]2CC[C@H]1N2C(=O)N1CCCCC1	13	2	-1	-4	16	-1	15	-5	31	0	5
CC(O)(CS(=O)(=O)c1cccc(C(F)(F)F)c1)C(=O)Nc1ccc(C(F)(F)F)cc1 (centres undefined)	3	13	5	-1	-10	-1	17	-8	-8	4	-8
COC(=O)C1=C(c2ccccc2)C[C@@H]2CC[C@H]1N2C(=O)NCc1ccc(C(F)(F)F)cc1	7	0	12	-2	-23	-4	32	-7	3	0	13
c1ccc2c(CCN3CCCCC3)c[nH]c2c1	nt	-7	2	5	-1	nt	0	-9	-2	nt	9
O=C1NCN(c2ccccc2)C12CCN(C(CCc1ccccc1)c1nnnn1C1CCCC1)CC2 (centres undefined)	nt	15	-15	-2	32	nt	3	-8	5	nt	4
O=c1[nH]c(=S)n(Cc2ccc(F)cc2)c(O)c1C=NCc1ccc2c(c1)OCO2	8	19	-18	16	26	0	-15	-1	8	5	8
Cc1ccc(OCC(=O)N2CCN(C3CCC(c4ccccc4)CC3)CC2)cc1 (centres undefined)	5	-3	9	3	17	-4	7	-2	11	-3	7
CC(=O)c1c(C)n(CCCOC(C)C)c2ccc(O)cc12	-3	3	5	-1	2	-2	-14	nt	1	3	-3
Cc1cc(OCc2nn[nH]n2)c2c3c(c(=O)oc2c1)CCC3	13	5	2	-3	4	-1	-6	nt	11	1	16
COc1ccc(CC2C(=O)NC(=O)N(c3ccccc3)C2=O)c(OC)c1 (centres undefined)	12	9	1	3	-4	-2	5	-10	5	3	0
O=c1[nH]c(=S)n(CCC2=CCCCC2)c(O)c1C=NCc1cccnc1	4	19	10	5	2	-1	-37	-3	-19	-7	3
COc1ccccc1-n1c(-c2ccccc2F)nc2ccccc2c1=O	10	25	1	-1	15	2	25	-5	17	4	24
CCOCC(=O)NC1CCSC1=O (centres undefined)	4	14	-5	0	13	0	-13	-5	4	1	-2
CN1CCC2(CC1)c1ccccc1-c1ccccc12	-43	3	-15	-3	37	nt	8	-16	3	0	22
CC(=O)Nc1ccc([As](=O)(O)c2ccc([N+](=O)[O-])cc2)cc1	3	1	-4	-2	-7	1	-6	-2	-18	1	10
CN1CCN(Cc2cn(C)c3ccccc23)CC1CCO (centres undefined)	-9	-36	6	0	-17	8	9	-19	-3	-1	17
Cn1cc(C=C2C(=O)NC(=O)NC2=O)c2ccccc21	3	23	1	-23	-36	-4	-9	-1	-10	8	12
O=C(CCC(=O)N1CC2C[C@@H](C1)Cn1c2cccc1=O)NCCc1ccccc1	-11	-1	1	0	-28	0	-24	nt	-7	nt	4
SMILES	MITF TRPM1 inh	Peg3 promoter	KKLEB cytotox	Vif imaging	CF NFkB inh	NR2E3 ag-1	NR2E3 ag-2	CaV13 FRET inh	Shn3 3UTR inh	PDI turbidity	HIF-2a block
C[C@@H]1CC[C@@]2(NC1)O[C@H]1C[C@H]3[C@@H]4CC=C5C[C@@H](O)CC[C@]5(C)[C@H]4CC[C@]3(C)[C@H]1[C@@H]2C	9	-10	-14	-7	8	0	-14	nt	7	11	10
CNC(=S)NC1CC2CCCC(C1)N2CC(C)C (centres undefined)	1	0	-3	3	10	0	1	-6	12	-9	-2
O=C(COC(=O)c1ccc(O)cc1)Nc1ccc(Cl)cc1C(=O)c1ccccc1	-55	17	4	5	8	1	0	2	9	-13	11
CN1CC2CN(Cc3ccccc3)S(=O)(=O)C2C1 (centres undefined)	nt	1	2	2	7	nt	11	-9	-6	nt	2
COC(=O)C1=C(c2ccc(F)cc2OCc2ccccc2)C[C@@H]2CC[C@H]1N2C(=O)N1CCCC1	5	13	-15	1	17	5	11	-5	-4	9	10
OC(CNC1CCCCC1)c1ccccc1 (centres undefined)	0	15	2	0	-2	3	1	nt	1	-4	8
C/C(=N\N1CCN(C)CC1)c1c(O)n(Cc2ccccc2)c(=O)[nH]c1=O	-6	-2	8	-10	-4	1	-14	-3	8	-1	-10
CCSP1(=S)N=C(N2CCOCC2)C(C#N)=C2CCCN21 (centres undefined)	3	2	-2	-26	12	3	-5	-6	-21	-6	-3
COc1ccc(-n2c(O)c(/C=C3\C=Nc4ccc(Br)cc43)c(=O)[nH]c2=O)c(OC)c1	-2	11	2	-2	43	1	-11	-24	64	-2	45*
O=C(COC(=O)Cc1ccccc1)Nc1nnc(-c2ccccc2)o1	-12	3	-1	3	-27	5	3	-6	6	3	5
COC(=O)C1=C(c2ccc(F)cc2OCc2ccccc2)C[C@@H]2CC[C@H]1N2C(=O)N1CCOCC1	15	2	12	-3	2	2	-14	-6	-6	4	11
CCOC(=O)CC1=C(C(=O)OCC)C2(C(=O)Nc3ccccc32)C(C#N)=C(N)O1 (centres undefined)	-2	7	3	nt	-19	-1	4	nt	-5	0	6
Clc1ccc(C(c2ccccc2)c2ncc[nH]2)cc1 (centres undefined)	10	-8	3	5	2	-2	-11	-16	6	11	-2
COc1ccc2cc(C(=O)C3CCCN(C4CCOCC4)C3)ccc2c1 (centres undefined)	-7	18	4	-3	-2	1	17	-18	-16	2	10
Cc1nc2ccc(Cl)cc2c(-c2ccccc2)c1C(=O)O	-3	13	-5	35	3	0	-11	2	-4	6	16
CCOC(=O)C1CCN(/C=C2/C(=O)NC(=O)N(c3cccc(C)c3C)C2=O)CC1	-4	13	-1	8	15	1	14	-3	0	-7	18
COC(=O)C1=C(c2ccc(C(C)=O)cc2)C[C@@H]2CC[C@H]1N2C(=O)NCc1ccc(C(F)(F)F)cc1	-4	12	3	-7	0	2	8	nt	5	-6	12
CCN(CC(=O)Nc1ccc(NC(C)=O)cc1)C(=O)CSC(c1ccccc1)c1ccccc1	9	12	4	14	-1	1	7	-5	7	29	15
CCN(CC)C(=O)c1ccc(NC(=O)CCCSc2ccccc2)cc1	-3	-7	9	13	-10	-1	-3	3	10	15	11
CNCC(=O)c1ccc(O)c(O)c1	nt	3	-1	5	14	nt	-29	-5	7	-1	5
CC(C)Sc1nnc([C@@H](N)Cc2ccccc2)o1	-14	-15	-3	-5	6	-2	-25	-4	-11	-7	-28
NC(=O)c1cn(C2OC(CO)C(O)C2O)c2ncnc(N)c12 (centres undefined)	84*	93*	-83*	1&-40	89*	-1	101*	-6	64&76	-5	67*
Nc1ccc2ccc3cccc[n+]3c2c1	-10	20	10	nt	-23	7	-54	+	-21	-5	6
Cn1cccc1/C=C1/C(=O)NC(=O)N(Cc2ccc(F)cc2)C1=O	17	23	-17	4	41	0	-15	-14	25	3	12
O=[N+]([O-])c1ccc2c(c1)Cc1cc(O)ccc1-2	-31	-98	-28	2	-29	nt	-66	-8	2	-8	-121

The list goes on, starting with the last three of the part before.
SMILES	MITF TRPM1 inh	Peg3 promoter	KKLEB cytotox	Vif imaging	CF NFkB inh	NR2E3 ag-1	NR2E3 ag-2	CaV13 FRET inh	Shn3 3UTR inh	PDI turbidity	HIF-2a block
Nc1ccc2ccc3cccc[n+]3c2c1	-10	20	10	nt	-23	7	-54	+	-21	-5	6
Cn1cccc1/C=C1/C(=O)NC(=O)N(Cc2ccc(F)cc2)C1=O	17	23	-17	4	41	0	-15	-14	25	3	12
O=[N+]([O-])c1ccc2c(c1)Cc1cc(O)ccc1-2	-31	-98	-28	2	-29	nt	-66	-8	2	-8	-121
COc1ccc(O)c(C(C)(C)C)c1	6	-3	10	-8	3	-2	-29	-4	-9	-2	4
O=c1c2ccccc2nc(/C=C/c2ccc(F)cc2)n1-c1ccccc1O	-3	-33	-6	10	10	-4	-38	-6	-12	-4	-9
N#CC1=C(N)Oc2c(c(=O)oc3ccccc23)C1c1ccc([N+](=O)[O-])o1 (centres undefined)	13	1	-6	12	2	0	0	3	8	-1	6
CCOC(=O)C1(CCCc2ccccc2)CCN(C2CCCC2)CC1	4	18	-6	-3	-1	-2	17	-5	46	4	19
O=C1NC(=O)C(=Cc2ccc(OCCOc3ccc([N+](=O)[O-])cc3)cc2)C(=O)N1	-3	-11	-11	-8	-40	4	-16	-5	-26	-5	-11
CCOc1ccc([N+](=O)[O-])cc1CNCCc1ccccc1	2	-3	-1	-6	-15	-2	4	-6	13	-2	-2
O=C(Nc1cccc(C(F)(F)F)c1)OC1CN2CCC1CC2 (centres undefined)	12	20	-2	-2	-4	-4	-7	-4	3	8	12
COC(=O)C1=C(c2ccccc2OCc2ccccc2)C[C@@H]2CC[C@H]1N2C(=O)NCCc1ccc(F)cc1	3	20	-3	4	8	3	27	-3	-2	5	13
CN(C)c1ccc(C=C2C(=O)NC(=S)NC2=O)cc1	36	89*	2	7	24	nt	-17	-7	3	-2	25
CCCCn1c(O)c(C=NCCN2CCCCC2)c(=O)[nH]c1=O	4	13	-2	3	-6	2	25	nt	5	1	9
COC(=O)C1=C(c2c(C)noc2C)C[C@@H]2CC[C@H]1N2C(=O)NCc1ccco1	-3	0	2	-2	-18	2	-18	-11	-1	16	4
O=S(=O)(c1ccc(Cl)cc1)c1ccc(Cl)cc1	-1	17	-7	4	6	4	-14	nt	-27	nt	12
CC1=CC(O)C(O)C2(C)C1CC1OC(=O)CC3C(C)C(O)C(=O)C2C13CO (centres undefined)	18	91*	12	18	-16	nt	-15	nt	18	9	46*
CCNCC(O)c1cccc(O)c1 (centres undefined)	-2	-5	5	2	0	5	-20	-6	1	-2	0
CCOP(=O)(OCC)C(O)c1ccccc1 (centres undefined)	4	7	-7	13	10	-5	5	-6	-2	11	18
CCc1c(C)nc(N)nc1N1N=C1SCCOc1ccccc1	-3	0	4	-2	-5	2	-3	17	21	8	12

Source: PubChem BioAssay

Not all compounds are listed; rates above refer to the full screens.
